MEKK2wt PB1 HTS: raises or lowers MEK5 binding to wildtype human MEKK2 PB1 domain; Q9Y2U5; actives 1.1% (n = 290,000); binding response (% of control), % at 10 µM; bead flow cytometry, Alexa488-MEK5 binding to MEKK2 WT; actives lie on both sides; AID 1531; in the data active = binding response below about 67% or above about 130%
MEKK2mut PB1 HTS: signal of MEK5 binding to mutant human MEKK2 PB1 domain | bead flow cytometry, Alexa488-MEK5 binding to MEKK2 mutant | percent response, % at 10 µM | actives 0.35% (n = 290,000); in the data active = percent response above about 24%, passing the limit was not always enough; note: inactives centre near 1; some results filed as inactive read as strong as hits
IMP-1 inhibitor: blocks Pseudomonas aeruginosa IMP-1 metallo-beta-lactamase | inhibition, % at 5.6 µM | AID 1556 | purified IMP-1, nitrocefin hydrolysis, epi-absorbance fluorescence | actives 0.45% (n = 290,000);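 active = inhibition above the mean plus 3 SD of all compounds in the same screening run, cut at about 4.5% in these data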;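 note: 0% = IMP-1 with DMSO and 100% = DMSO wells lacking enzyme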
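System: Purified recombinant IMP-1 metallo-beta-lactamase enzyme | Measured by: Fluorescence quenching readout, ex 480/em 530 nm | Replication: Singlicate | Incubation: 15 min preincubation plus 25 min reaction at 25 °C | Evaluation: Percent inhibition from optical density relative to buffer-blank wells | Benchmarks: DMSO with and without IMP-1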
DNA FID counter: counter-screen for HCV NS3 helicase inhibitors: DNA intercalator displacement. inhibition, % at 7.9 µM. DNA fluorescent intercalator displacement, fluorescence. AID 1845. actives 0.17% (n = 290,000); in the data active = inhibition above about 37%;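 note: 0% = vehicle and 100% = reference compound; higher means more ethidium bromide displaced from hairpin DNA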
M18AAP inhibitor: blocks P. falciparum M18 aspartyl aminopeptidase. actives 1.2% (n = 290,000). recombinant PfM18AAP, H-Glu-NHMec fluorogenic cleavage. inhibition, % at 7.35 µM;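 active = inhibition above the campaign mean inhibition over all tested compounds plus 3 SD, cut at about 28% in these data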;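 note: 0% = plate median of test compound wells and 100% = 2 mM ZnCl2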
NALP1 yeast inh: blocks the NALP1 inflammasome reconstituted in yeast; S. cerevisiae NALP1/ASC/caspase-1 growth, X-gal OD620, 72 h; inhibition, % at 10 µM; actives 0.61% (n = 280,000); AID 2071; in the data active = inhibition mostly above about 24%, no sharp cut-off; inactive = mostly below about 32%; note: some compounds called inactive have numbers as strong as hits
NS3 helicase inh: blocks Hepatitis C virus NS3 helicase unwinding. AID 1800. inhibition, % at 10.9 µM. NS3 helicase DNA unwinding, Cy5 molecular beacon fluorescence. actives 0.56% (n = 290,000);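 active = inhibition above the mean of all tested compounds plus 3 SD, set per campaign, cut at about 35% in these data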;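 note: 0% = DMSO wells and 100% = thioflavine S control wells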
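assay system = NS3 helicase fragment of HCV | buffer or medium = MOPS pH 6.5, MgCl2, DTT, Tween20, BSA | timing = 60 min unwinding reaction at 25 °C after ATP addition | signal = Cy5 beacon fluorescence read at start and 1 h | read-out basis = % inhibition of unwinding | control set = low DMSO, high thioflavine S at 110 µM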
UBC9 SUMO inh: blocks human SUMOylation mediated by UBC9. P63279. HTRF SUMOylation assay, SAE1/SAE2 + UBC9, in vitro. inhibition, % at 35 µM. actives 0.36% (n = 290,000). AID 2006; in the data active = inhibition above about 50%, passing the limit was not always enough; note: strong numbers were not always called active
Target sequence (P63279 whole entry, looked up): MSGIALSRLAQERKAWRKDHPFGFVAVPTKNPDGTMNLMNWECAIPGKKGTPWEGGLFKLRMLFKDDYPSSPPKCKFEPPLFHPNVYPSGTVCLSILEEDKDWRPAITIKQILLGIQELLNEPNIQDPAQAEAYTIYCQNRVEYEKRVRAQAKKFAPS
VIM-2 inh: blocks Pseudomonas aeruginosa VIM-2 metallo-beta-lactamase | actives 0.89% (n = 290,000) | inhibition, % at 5.6 µM | purified VIM-2, nitrocefin hydrolysis, epi-absorbance fluorescence;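 active = inhibition above the mean of all tested compounds plus 3 SD, cutoff set per screening run, cut at about 7.5% in these data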;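 note: red hydrolysis product quenches plate fluorescence so inhibitors raise well fluorescence; 0% = enzyme with DMSO and 100% = DMSO without enzyme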
The depositor's hits bear a star; nt = no result given.

SMILES | MEKK2wt PB1 HTS | MEKK2mut PB1 HTS | IMP-1 inhibitor | DNA FID counter | M18AAP inhibitor | NALP1 yeast inh | NS3 helicase inh | UBC9 SUMO inh | VIM-2 inh
CCCC(=O)NCCc1nc2cc([N+](=O)[O-])ccc2n1C | 77.0 | -2.0 | 0.8 | 0.8 | -4.8 | 35.1 | 7.1 | 9.7 | 1.2
C=CCSc1nccc(-c2nn(-c3ccc(C)cc3)ccc2=O)n1 | 89.0 | -10.0 | -3.3 | -25.2 | 0.4 | -4.0 | -2.8 | 8.4 | -0.4
CCOC(=O)CCCNC(=O)COC(=O)c1cc(C)cc(C)c1 | 103.0 | 4.0 | -4.6 | -18.8 | 1.0 | -6.6 | -12.6 | -6.8 | 0.7
CN(C)C(CNC(=O)c1cccc(C(F)(F)F)c1)c1ccco1 (stereo not drawn) | 96.0 | -1.0 | -2.4 | 1.0 | 8.7 | 3.8 | 17.9 | -3.8 | -0.9
CCC(=O)N1CCN(c2nc(C)nc3sc(C)c(C)c23)CC1 | 95.0 | 0.0 | -4.0 | -23.6 | 8.3 | 8.9 | 1.7 | 10.6 | 2.3
Cc1cc(C)nc(SCC(=O)Nc2ccnc3ccccc23)n1 | 102.0 | 6.0 | -3.6 | -9.7 | -8.8 | 24.1 | 21.5 | 10.9 | -1.2
O=C(Cc1ccc(NC2=NC3CS(=O)(=O)CC3S2)cc1)NCc1ccc(Cl)cc1 (stereo not drawn) | 101.0 | 0.0 | -3.1 | -4.8 | 2.9 | -0.3 | -5.5 | 8.2 | -3.1
CC1CN(S(=O)(=O)c2cccc(C(F)(F)F)c2)C(C)N1C(=O)N1CCOCC1 (stereo not drawn) | 106.0 | 6.0 | -5.3 | -19.2 | 0.3 | -3.7 | 19.2 | -8.9 | -2.0
NC1=NC(=O)C(Cc2cc(Cl)ccc2Cl)S1 (stereo not drawn) | 109.0 | 6.0 | -3.3 | -2.7 | -5.0 | 13.4 | 3.1 | -27.6 | -4.5
COc1ccc(OCC(Cn2cnc3ccccc32)OC(C)=O)cc1 (stereo not drawn) | 94.0 | -10.0 | -2.9 | -9.5 | -6.5 | 2.9 | -7.0 | 0.0 | -6.3
NC(=O)C1CC(=O)N(c2ccc(OCc3c(Cl)cccc3Cl)cc2)C1 (stereo not drawn) | 95.0 | -7.0 | -2.5 | -16.1 | 4.9 | -5.9 | 0.8 | 1.0 | -5.7
CCOC(=O)c1c(NC(C)=O)no[n+]1[O-] | 102.0 | 2.0 | -3.2 | 3.4 | -4.6 | 12.4 | -0.3 | 16.9 | -1.5
OCC(CO)(CO)N=Cc1cc(Br)ccc1O | 102.0 | 3.0 | -1.4 | 4.3 | 1.1 | -5.0 | 4.0 | 20.9 | -3.9
O=C(C1CCC(=O)N(C2CCCC2)C1)N1CCC(Oc2cccc(F)c2)CC1 (stereo not drawn) | 98.0 | 5.0 | -1.0 | -39.1 | 2.2 | 6.9 | 4.4 | 1.8 | -1.0
CCn1c(SCC(=O)n2nc(C)cc2C)nnc1-c1ccc2c(c1)OCO2 | 104.0 | 0.0 | -1.7 | -5.3 | 1.6 | 4.6 | 2.8 | -4.0 | -2.6
COc1ccc(-n2nc3cc(C)c(NC(=S)NC(=O)c4ccccc4C)cc3n2)cc1 | 102.0 | 4.0 | -2.1 | 1.8 | -2.5 | 1.6 | -8.4 | 35.7 | -4.6
CCOC(=O)c1ccc(NC(=O)c2ccc3c(c2)C(=O)N(Cc2cccnc2)C3=O)cc1 | 105.0 | 7.0 | -1.1 | -26.6 | 6.3 | 4.3 | 19.8 | -1.2 | -1.7
CCN(CC)C(=O)CCCc1c[nH]c2ccccc12 | 102.0 | 1.0 | -3.6 | -14.9 | 7.0 | -62.3 | 8.1 | 3.9 | -0.2
Cc1nn(C)c(C(=O)NNC(=S)NCc2ccccc2)c1Cl | 98.0 | -4.0 | -1.0 | -9.2 | -1.6 | 3.8 | -3.7 | 3.0 | 0.1
Cc1ccc(N2CC(C(=O)NCc3cccs3)CC2=O)cc1 (stereo not drawn) | 94.0 | -5.0 | -3.5 | -2.2 | 6.4 | 0.7 | -1.5 | 1.8 | -1.5
CCOC(=O)c1cnc2ccc(C)cc2c1N(C)Cc1ccccc1 | 103.0 | 9.0 | 0.5 | -25.6 | 14.3 | 12.7 | 2.6 | -4.0 | -4.1
Cn1c(=O)c2c(nc(OCc3ccc4c(c3)OCO4)n2Cc2ccccc2Cl)n(C)c1=O | 94.0 | -8.0 | -1.6 | -6.4 | -1.0 | 25.8 | 1.5 | 5.7 | -0.2
COc1ccc(C(=O)Nc2ccc(NC(=O)c3ccccc3F)cn2)cc1 | 97.0 | -4.0 | -3.7 | -17.1 | -0.2 | 13.4 | -4.7 | -0.4 | 0.1
CC(C)n1cc(CN2CCCC(CO)(Cc3cccc(Cl)c3)C2)cn1 (stereo not drawn) | 102.0 | -5.0 | 0.3 | 7.9 | 1.9 | 3.2 | -0.2 | 10.9 | 0.0
Cc1nn(CC(=O)N2CCN(c3ccccc3)CC2)c(C)c1[N+](=O)[O-] | 106.0 | 0.0 | -1.7 | -5.5 | 0.7 | 7.2 | 0.3 | 12.5 | -2.1

3 entries from above, as a markdown table:
| structure | MEKK2wt PB1 HTS | MEKK2mut PB1 HTS | IMP-1 inhibitor | DNA FID counter | M18AAP inhibitor | NALP1 yeast inh | NS3 helicase inh | UBC9 SUMO inh | VIM-2 inh |
| --- | --- | --- | --- | --- | --- | --- | --- | --- | --- |
| COc1ccc(OCC(Cn2cnc3ccccc32)OC(C)=O)cc1 (stereo not drawn) | 94.0 | -10.0 | -2.9 | -9.5 | -6.5 | 2.9 | -7.0 | 0.0 | -6.3 |
| CCn1c(SCC(=O)n2nc(C)cc2C)nnc1-c1ccc2c(c1)OCO2 | 104.0 | 0.0 | -1.7 | -5.3 | 1.6 | 4.6 | 2.8 | -4.0 | -2.6 |
| CCC(=O)N1CCN(c2nc(C)nc3sc(C)c(C)c23)CC1 | 95.0 | 0.0 | -4.0 | -23.6 | 8.3 | 8.9 | 1.7 | 10.6 | 2.3 |

(listing goes on)
SMILES | MEKK2wt PB1 HTS | MEKK2mut PB1 HTS | IMP-1 inhibitor | DNA FID counter | M18AAP inhibitor | NALP1 yeast inh | NS3 helicase inh | UBC9 SUMO inh | VIM-2 inh
Oc1oc(-c2ccccc2)nc1/C=N/c1ccccn1 | 100.0 | 0.0 | -2.5 | -5.5 | 0.0 | 3.7 | -0.9 | 16.7 | 1.7
COc1ncccc1C(=O)N1CCCC(C(=O)c2cccc(OC(C)C)c2)C1 (stereo not drawn) | nt | nt | -2.0 | -27.5 | 1.7 | 5.6 | -10.4 | -4.7 | -3.6
Cc1ccc(S(=O)(=O)N2CCN(c3ccc(S(=O)(=O)N4CCOCC4)cn3)CC2)cc1 | 93.0 | -9.0 | -3.9 | -2.5 | 1.5 | 3.2 | 3.3 | -3.4 | -2.1
O=C(CSCc1c(Cl)cccc1Cl)Nc1ccccc1C(=O)N1CCOCC1 | 101.0 | 6.0 | -2.7 | -16.9 | -3.2 | -1.3 | -1.4 | -6.4 | -0.6
COc1ccccc1NC(=O)N1CCn2c(nc3ccccc32)C1 | 101.0 | 9.0 | -1.5 | 0.0 | 4.0 | -6.1 | -4.6 | 2.9 | 0.3
Cc1ccc(S(=O)(=O)CC(=O)c2cc3cccc(C)c3oc2=O)cc1 | 101.0 | 5.0 | 1.2 | -17.9 | 17.8 | 3.4 | 30.3 | 17.5 | -0.1
COc1ccc(-c2csc(-n3ncc(C(=O)O)c3C(F)(F)F)n2)cc1 | 98.0 | 1.0 | -2.8 | -27.8 | -4.9 | 15.8 | 34.9 | 15.1 | -2.0
CCC1COCCS(=O)(=O)N1Cc1cccc(Cl)c1 (stereo not drawn) | 98.0 | 0.0 | -3.5 | -9.4 | -6.1 | 7.6 | 7.2 | 0.1 | -2.1
COc1ccc(N2CCN(C(=O)Cc3ccc(Cl)cc3)CC2)cc1 | 105.0 | 1.0 | -1.3 | -30.6 | 0.7 | -0.3 | 6.3 | -9.3 | 0.9
COc1cc2c(cc1OC)CN(C(=O)C1CCC(=O)N(CCCN3CCOCC3)C1)CC2 (stereo not drawn) | 103.0 | -1.0 | -3.4 | -12.7 | 1.6 | 16.4 | 5.6 | -0.9 | -1.3
Cc1ccc(NC(=O)c2cccc(C(=O)Nc3ccc(C)c(C)c3)n2)cc1C | 95.0 | -1.0 | -1.2 | -22.0 | -2.4 | 4.7 | 2.0 | 7.8 | -1.6
Cc1ccc(NC(=S)NCc2ccc3c(c2)OCO3)cc1 | 107.0 | 14.0 | -3.8 | -6.4 | 0.3 | 7.4 | 2.3 | -3.6 | -1.6
C=CCc1ccc(OCCOCCOc2cccc3cccnc23)c(OC)c1 | 98.0 | -2.0 | -0.7 | -35.0 | -3.2 | 38.3 | 4.9 | -17.9 | -3.3
CCOc1ccc2nc3sc(C(=O)N4CCOCC4)c(N)c3cc2c1 | 105.0 | 1.0 | -2.8 | -19.2 | 10.1 | -10.1 | 7.1 | 25.7 | -1.1
Cc1cccc(/C(N)=N/OC(=O)CCCc2ccccc2)c1 | 104.0 | -1.0 | -2.8 | -13.7 | 2.8 | -0.1 | 2.0 | -3.1 | -1.1
O=C(CCCNS(=O)(=O)c1ccc(F)cc1)Nc1ccc(F)cc1 | 95.0 | 1.0 | -3.1 | -9.8 | 4.9 | -11.3 | -6.4 | 9.7 | -1.9
Nc1nnc(-c2ccccc2[N+](=O)[O-])o1 | 95.0 | -1.0 | -2.3 | -0.4 | 5.6 | -3.4 | 4.8 | 4.5 | -2.3
CCOc1cc(C(=O)N2CCN(c3ccccc3)CC2)cc(OCC)c1OCC | 100.0 | 3.0 | -1.1 | -27.6 | 0.8 | 21.4 | -0.9 | -13.4 | 1.0
CCOC(=O)c1ccc(NC(=O)NCc2ccccc2OC)cc1 | 103.0 | 2.0 | -0.7 | -11.1 | -16.0 | -1.7 | 5.7 | 2.1 | -2.9
CCOc1ccc(-c2nc(CSc3nnc(C)s3)cs2)cc1OC | 98.0 | -1.0 | -2.2 | -28.0 | -1.1 | 28.9 | 3.3 | -5.6 | -0.6
CCn1c(=O)cc(SCC(=O)Nc2ccc(C)cn2)c2ccccc21 | 97.0 | -10.0 | 0.0 | 0.0 | -1.3 | -0.7 | -10.7 | -8.8 | 1.0
NC(=O)Nc1ccccc1C(=O)Nc1ccc2ccccc2c1 | 107.0 | 2.0 | -2.6 | -3.8 | 2.2 | 10.2 | 6.2 | -0.9 | -2.2
Cc1ccc(OCc2nnc(NC(=O)c3ccco3)s2)cc1 | 107.0 | 3.0 | -1.2 | -4.6 | -1.8 | -5.3 | 4.0 | 22.2 | -3.9
COc1ccc2c(c1)C(=O)c1ccccc1CO2 | nt | nt | -1.5 | -7.4 | 7.8 | 31.8 | 8.0 | 9.9 | -1.8
Nc1c(S(=O)(=O)c2cccs2)c2nc3ccccc3nc2n1CC1CCCO1 (stereo not drawn) | 92.0 | -4.0 | -2.7 | -4.6 | 7.6 | -5.3 | 3.1 | 9.1 | -0.2
COC(=O)c1c(NC(=O)C2COc3ccccc3O2)sc2c1CCN(C(C)=O)C2 (stereo not drawn) | 100.0 | -1.0 | -4.2 | -21.9 | -10.4 | 26.3 | 12.3 | -5.0 | -1.3
